Compound activity as filed in PubChem BioAssay.
GLD-1 RNA inh = GLD-1-TGE RNA interaction inhibition (C. elegans). Q17339. purified GLD-1 + fluorescein TGE RNA, fluorescence polarization. inhibition, % at 5.96 µM. 320,000 tested, 0.44% active. AID 2280;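 active = percent inhibition above a per-plate cutoff, the plate mean of test compounds plus 3 SD, cut at about 30% in these data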;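 also: 0% = DMSO wells with GLD-1 and probe and 100% = wells lacking GLD-1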
BCLXL inh = inhibitors of human Bcl-xL; Q07817; GST-Bcl-xL / FITC-Bim BH3 peptide fluorescence polarization; inhibition, % at 10.9 µM; 320,000 tested, 0.7% active; AID 2129;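 active = inhibition above the mean of all tested compounds plus 3 SD, cutoff set per campaign, cut at about 30% in these data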;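 also: 0% = DMSO wells and 100% = unlabeled Bim-BH3 peptide competitor; inhibitors lower millipolarization by displacing the labeled peptide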
MEX-5 binding = C. elegans MEX-5 TCR-2 RNA binding activity. AID 1832. MEX-5/FITC-TCR2 RNA binding, fluorescence polarization; hits give low values. 300,000 tested, 0.38% active. Q9XUB2. activity score (negative = inhibition of binding), % at 10 µM;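 active = inhibition past about -25% in most replicates, and total fluorescence under double the plate's negative control median, limit read from the data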;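 also: 0% = DMSO and -100% = 5 µM competing unlabeled TCR2 RNA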
Target sequence (Q9XUB2 whole entry, looked up): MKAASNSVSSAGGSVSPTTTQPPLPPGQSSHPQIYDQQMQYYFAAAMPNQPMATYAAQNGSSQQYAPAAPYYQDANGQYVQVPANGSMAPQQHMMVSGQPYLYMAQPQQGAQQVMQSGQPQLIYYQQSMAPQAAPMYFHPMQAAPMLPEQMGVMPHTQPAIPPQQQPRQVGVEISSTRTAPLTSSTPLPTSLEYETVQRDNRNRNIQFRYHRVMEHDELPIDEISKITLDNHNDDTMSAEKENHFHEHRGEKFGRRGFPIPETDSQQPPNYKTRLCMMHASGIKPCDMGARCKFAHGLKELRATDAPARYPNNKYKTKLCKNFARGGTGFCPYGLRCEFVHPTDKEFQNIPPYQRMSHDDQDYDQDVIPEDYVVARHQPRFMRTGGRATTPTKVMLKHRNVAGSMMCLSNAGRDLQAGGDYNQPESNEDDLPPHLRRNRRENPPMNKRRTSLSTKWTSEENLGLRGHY
EBNA-1 inh = blocks EBNA-1 binding to DNA; inhibition, % at 14.8 µM; EBNA-1 DNA binding, fluorescence polarization; 300,000 tested, 0.34% active; in the data active = inhibition above about 28%
ZTA counter = counter-screen for EBNA-1 inhibitors: inhibitors of Epstein-Barr virus ZTA; P03206; AID 2234; ZTA-DNA binding, fluorescence polarization; 320,000 tested, 0.15% active; inhibition, % at 11 µM; in the data active = inhibition above about 33%
Target sequence (P03206 whole entry, looked up): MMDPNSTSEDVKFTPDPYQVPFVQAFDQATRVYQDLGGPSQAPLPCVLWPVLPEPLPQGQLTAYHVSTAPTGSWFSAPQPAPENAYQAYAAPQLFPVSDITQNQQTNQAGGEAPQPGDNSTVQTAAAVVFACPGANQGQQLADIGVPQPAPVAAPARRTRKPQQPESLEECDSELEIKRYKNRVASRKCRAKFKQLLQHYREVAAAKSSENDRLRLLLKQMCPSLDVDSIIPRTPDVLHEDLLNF
CR mimetic SO = lowers age-related superoxide in aged yeast cells; S. cerevisiae aged cells, superoxide DHE fluorescence; hits give low values; superoxide response (% of plate mean), % at 10 µM; 330,000 tested, 0.18% active;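 active = superoxide response under a set limit, about three screen SD below normal, cut at about 65% in these data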;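 also: yeast aged for seven days with compound at 30 °C before DHE staining; 100% = average MFI of all compound-treated wells on the plate with controls excluded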
Fam108B inh = Fam108B inhibition, counter-screen for RBBP9 inhibitors; recombinant Fam108B, FP-Rh probe fluorescence polarization; inhibition, % at 9.51 µM; 300,000 tested, 0.33% active; AID 1947;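 active = inhibition above the screen mean inhibition plus 3 SD, computed separately per campaign, cut at about 18% in these data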;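 also: inhibitors lower polarization as less probe binds the enzyme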
MCL1-BIM inh = inhibitors of human MCL1 binding to BIM-BH3 peptide; inhibition, % at 10.9 µM; GST-MCL1 / FITC-Bim-BH3 fluorescence polarization; Q07820; 320,000 tested, 0.68% active;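 active = inhibition above the mean inhibition of all tested compounds plus 3 SD, set per campaign, cut at about 40% in these data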;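 also: 0% = DMSO wells and 100% = unlabeled Bim-BH3 peptide control; higher means more loss of mP so more displacement of Bim peptide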
Target sequence (Q07820 whole entry, looked up): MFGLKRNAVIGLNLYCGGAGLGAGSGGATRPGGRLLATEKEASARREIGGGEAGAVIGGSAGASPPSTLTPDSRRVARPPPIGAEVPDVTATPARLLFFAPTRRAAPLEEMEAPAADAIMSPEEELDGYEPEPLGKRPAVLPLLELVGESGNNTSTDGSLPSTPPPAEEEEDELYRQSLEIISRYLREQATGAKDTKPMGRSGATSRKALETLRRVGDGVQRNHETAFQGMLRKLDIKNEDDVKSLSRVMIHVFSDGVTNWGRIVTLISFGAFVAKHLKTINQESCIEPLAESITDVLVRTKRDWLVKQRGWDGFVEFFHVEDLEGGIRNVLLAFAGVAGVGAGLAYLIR
Efflux pump mplx = antifungal efflux pump inhibition, Nile Red retention | S. cerevisiae Candida pump triplex | inhibition, % at 10 µM | 330,000 tested, 0.44% active | AID 485275;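 active = plate passing quality check with inhibition over a set limit, or well fluorescence over plate mean plus 4 SD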;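 also: Nile Red retained in pooled yeast measured as flow cytometry median fluorescence; 0% = buffer negative control and 100% = Enniatin B positive control; higher means more Nile Red kept so more efflux inhibition; some compounds called inactive have numbers as strong as hits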
Numbers without * were called inactive; . = no result given.

SMILES | GLD-1 RNA inh | BCLXL inh | MEX-5 binding | EBNA-1 inh | ZTA counter | CR mimetic SO | Fam108B inh | MCL1-BIM inh | Efflux pump mplx
O=Cc1ccc(-c2ccc(Cl)cc2Cl)[nH]1 | 1 | -1 | -0.1 | -4 | 3 | 81 | 0 | -3 | 0.4
CC1=NN(C(=O)c2ccccc2Cl)C(O)(c2ccccc2)C1 (stereo not drawn) | 5 | -5 | 2.2 | -4 | 10 | 107 | 0 | -5 | -0.1
FC(F)(F)c1cccc(NC(=S)N2CCN(c3ccccc3)CC2)c1 | -6 | -2 | -0.2 | 3 | 3 | 91 | -3 | 4 | -0.2
CCOc1ccccc1Nc1nnc(SCC(=O)Nc2nc(-c3ccc(OC)cc3)cs2)s1 | 1 | -4 | 0.5 | 8 | 1 | 103 | -12 | -2 | 0.2
CCC(=O)Nc1ccc(C(=O)N2CCN(C(=O)c3ccco3)CC2)cc1 | 4 | 5 | -0.2 | 17 | 9 | 101 | 7 | -1 | 0.1
O=S(=O)(NCCSc1ccccc1)c1ccc(F)cc1 | 11 | 6 | -1.8 | -7 | 4 | 102 | -1 | -2 | 0.1
CC(C)CCNC(=O)CCS(=O)(=O)c1cccc2nonc12 | 1 | 7 | 1.6 | -11 | -7 | 104 | 1 | 2 | 0.3
O=S(=O)(CC(CN1CCOCC1)N1CCOCC1)c1ccccc1 (stereo not drawn) | -21 | -10 | 1.8 | -5 | -11 | 120 | -3 | -3 | 0.1
O=CNC(=O)c1ccccc1C(=O)O | 0 | 5 | 1.8 | 5 | 10 | 93 | 2 | 4 | 0.0
O=C(C1CCCN(S(=O)(=O)c2ccc(F)cc2)C1)N1CCCCCC1 (stereo not drawn) | 6 | 1 | -3.2 | 2 | 1 | 106 | 4 | 0 | 0.0
Cc1ccc(S(=O)(=O)N2CCC(C(=O)Nc3ccccc3N3CCCCC3)CC2)cc1C | 4 | -2 | 1.3 | -4 | 5 | 91 | -4 | -12 | 0.0
O=C(Nc1cccc(F)c1)Nc1ccnn1C1CCN(C(=O)c2ccccn2)CC1 | 0 | 2 | 0.6 | -5 | 10 | 111 | 1 | -1 | -0.1
COc1cccc(CN(C)CC(=O)Nc2ccccc2C(=O)NC2CC2)c1 | 6 | 3 | . | . | -4 | 99 | . | 1 | -0.1
O=C1NC[C@H](CC2CCCCC2)N(CCc2cccc(F)c2)C1=O | 3 | 2 | 1.0 | 14 | -3 | 97 | 2 | 0 | 0.0
COc1ccc(Cl)cc1NC(=O)c1nnn(CC(=O)Nc2ccc(C)c(C)c2)c1N | 4 | 2 | 0.4 | 2 | 10 | 99 | -16 | 4 | 0.0

Sorted by SMILES length (descending): 3 of the compounds above.
SMILES | GLD-1 RNA inh | BCLXL inh | MEX-5 binding | EBNA-1 inh | ZTA counter | CR mimetic SO | Fam108B inh | MCL1-BIM inh | Efflux pump mplx
COc1ccc(Cl)cc1NC(=O)c1nnn(CC(=O)Nc2ccc(C)c(C)c2)c1N | 4 | 2 | 0.4 | 2 | 10 | 99 | -16 | 4 | 0.0
O=C(Nc1cccc(F)c1)Nc1ccnn1C1CCN(C(=O)c2ccccn2)CC1 | 0 | 2 | 0.6 | -5 | 10 | 111 | 1 | -1 | -0.1
O=CNC(=O)c1ccccc1C(=O)O | 0 | 5 | 1.8 | 5 | 10 | 93 | 2 | 4 | 0.0

(listing goes on)
SMILES | GLD-1 RNA inh | BCLXL inh | MEX-5 binding | EBNA-1 inh | ZTA counter | CR mimetic SO | Fam108B inh | MCL1-BIM inh | Efflux pump mplx
O=C(CCc1ccccc1)N1N=C(c2ccncc2)CC1(O)C(F)(F)F (stereo not drawn) | -1 | -5 | 1.3 | 6 | -4 | 87 | 2 | 1 | -0.1
C#CCOCCOCCOCCNc1nc(N2CCN(C(=O)[C@H](CCC(=O)O)n3cc(C(N)CC(C)C)nn3)CC2)nc(N2CCN(C(=O)[C@H](Cc3cc4ccccc4[nH]3)n3cc(C(N)CC(C)C)nn3)CC2)n1 (stereo partly drawn) | -1 | 2 | 3.8 | 11 | -16 | 105 | -2 | -3 | 0.0
O=C(COc1ccc(Cl)cc1)NCc1nnc(SCC(=O)NC2CCCC2)o1 | 4 | 0 | 2.2 | 4 | -13 | 98 | 3 | 2 | -0.1
CN(C)CCn1c(=S)[nH]c2ccccc2c1=O | -7 | 13 | -3.0 | -7 | 3 | 103 | -1 | 2 | 0.1
Cc1cccc(C2NC(c3cccc(C)c3)C([N+](=O)[O-])C(C)(C)C2[N+](=O)[O-])c1 (stereo not drawn) | 7 | 2 | 1.2 | -1 | -14 | 96 | -5 | -1 | -0.1
CC(C)NC(=O)C1CCN(C2CCN(C(=O)c3scc4c3CCCC4)CC2)CC1 | 0 | 3 | -0.9 | 0 | -22 | 98 | 2 | 5 | -0.3
c1ccc(CNn2nnnc2-c2ccccc2)cc1 | 1 | 3 | 0.0 | 10 | 11 | 100 | 2 | 7 | -0.7
COc1ccccc1CNS(=O)(=O)c1ccc(-c2cc(C)no2)cc1 | 5 | 5 | 1.6 | -1 | -14 | 101 | 4 | 7 | 0.1
CNC(=O)NC(=O)CSc1nc2ccccc2n1CCOC | -2 | -4 | -1.9 | -3 | 1 | 104 | -1 | -5 | 0.1
COc1ccccc1C(CNC(=O)c1ccc(S(=O)(=O)N2CCCCC2)cc1)N(C)C (stereo not drawn) | 4 | -1 | . | . | 2 | 107 | . | 3 | -0.2
CCOC(=O)Nc1nnc(-c2ccccc2OC)s1 | -4 | 0 | -1.3 | 5 | 10 | 101 | 15 | 2 | 0.2
COc1ccc(C)cc1S(=O)(=O)N1CCN(C(=O)c2ncoc2-c2cccc(C)c2)CC1 | 1 | 21 | -1.9 | 13 | 13 | 97 | -1 | 8 | -0.2
COc1cccc(NC(=O)CN(C)C(=O)c2cccnc2Nc2cccc(C(F)(F)F)c2)c1 | 11 | 6 | . | . | -12 | 98 | . | 1 | 0.5
O=c1ccc(/C=C/c2ccccc2)nn1Cc1ccc(F)cc1 | -7 | 2 | -4.2 | -3 | -9 | 93 | 4 | 1 | -0.1
O=c1[nH]c(C2CCCN(S(=O)(=O)Cc3ccccc3)C2)nc2c1nnn2Cc1cccc(Cl)c1 (stereo not drawn) | 0 | 6 | 4.3 | 7 | -4 | 94 | -6 | 6 | -0.1
CNC(=O)c1csc(-c2cccs2)n1 | -8 | -1 | 2.3 | -7 | -2 | 118 | -2 | -2 | 0.2
Cc1cc(NC(=O)CSc2nnc(C3CC3)n2Cc2ccccc2)no1 | -1 | -3 | -0.8 | 8 | 10 | 100 | 2 | -7 | 0.0
CNC(=S)NNC(=O)c1sc2cc(C(F)(F)F)cnc2c1-c1ccccn1 | 4 | 0 | -0.1 | 10 | -6 | 98 | 1 | 6 | -0.2
COc1ccc(Cl)cc1NC(=S)N(CCN1CCOCC1)C1CCN(C(C)=O)CC1 | 4 | 5 | -0.2 | -2 | -24 | 83 | 3 | 4 | 0.1
COc1ccc(NC(=O)CSc2ncn(-c3ccccc3)n2)cc1Cl | 1 | 0 | . | -2 | -13 | 112 | 2 | -1 | 0.0
CCOC(=O)CNC(=O)N1CCCC(CNS(=O)(=O)Cc2ccccc2)C1 (stereo not drawn) | 5 | 2 | 3.1 | 5 | 1 | 104 | 3 | 3 | -0.2
CCOC(=O)c1c(NC(=O)COC)sc2c1CCCC2 | 3 | 7 | -0.9 | 0 | -3 | 98 | 3 | 16 | -0.1
COC(=O)Nc1c(-c2ccccc2)nc2ccccn12 | 3 | 4 | 3.1 | -1 | 12 | 100 | 5 | 1 | -0.1
Clc1ccc(N=NN2CCOCC2)cc1 | 5 | 7 | -0.1 | -8 | -5 | 100 | -3 | 7 | 0.1
O=C(O)CCC(=O)Nc1cccc(C(=O)c2ccccc2)c1 | 0 | 5 | -1.0 | 1 | 1 | 108 | 6 | 4 | 0.0
COc1ccccc1N(CC(=O)N/N=C(\C)c1ccc(F)cc1)S(=O)(=O)c1ccccc1 | -3 | 3 | . | . | 3 | 103 | . | 2 | -0.1
CCOc1ccc(-c2nc(CSc3nnc(N)s3)cs2)cc1OC | 5 | -4 | -4.1 | -3 | -13 | 97 | 3 | -11 | 0.1
CC1CCCC(NC(=O)CN(C)CC(=O)Nc2cccc(F)c2)C1C (stereo not drawn) | 1 | -6 | . | . | -25 | 94 | . | -16 | 0.1
CC(C)COc1ccc(CNC(=S)N/N=C/c2ccc([N+](=O)[O-])cc2)cc1 | 4 | 4 | -1.2 | -4 | 4 | 124 | -2 | 9 | -0.1
COC(=O)C(Cc1ccccc1)NC(=O)CC(C)CC(=O)Nc1ccc(C)cc1 (stereo not drawn) | -3 | 1 | -1.9 | 16 | 6 | 107 | -4 | 3 | 0.2

Whole records, looked up by structure. Values in the order: GLD-1 RNA inh, BCLXL inh, MEX-5 binding, EBNA-1 inh, ZTA counter, CR mimetic SO, Fam108B inh, MCL1-BIM inh, Efflux pump mplx
`CCOC(=O)c1c(NC(=O)COC)sc2c1CCCC2` as listed: 3, 7, -0.9, 0, -3, 98, 3, 16, -0.1
`COc1ccc(Cl)cc1NC(=S)N(CCN1CCOCC1)C1CCN(C(C)=O)CC1` as listed: 4, 5, -0.2, -2, -24, 83, 3, 4, 0.1

(continued)
SMILES | GLD-1 RNA inh | BCLXL inh | MEX-5 binding | EBNA-1 inh | ZTA counter | CR mimetic SO | Fam108B inh | MCL1-BIM inh | Efflux pump mplx
O=C(CSCc1ccccc1)Nc1nccs1 | 3 | 10 | 0.6 | -8 | 8 | 97 | 3 | 4 | 0.1
CCOc1ccc(C(=O)NC2CCN(CC(=O)NCc3cccs3)CC2)cc1 | -8 | 3 | -1.2 | 9 | 0 | 97 | 4 | 8 | -0.1
O=C(OCCN1CCCCC1)c1ccc(Cl)cc1 | 1 | 6 | -2.0 | 3 | 6 | 93 | -4 | 10 | 0.3
COc1ccc(-c2nc(NC(C)=O)sc2-c2ccc(OC)cc2)cc1 | -5 | -1 | 1.4 | 1 | 0 | 119 | -4 | 0 | 0.3
COCCn1c(SCC(=O)Nc2ccccc2OC)nnc1-c1ccco1 | 2 | -1 | -0.9 | 3 | 7 | 94 | -1 | 1 | -0.1
COc1cccc(NC(=O)Cn2c(=O)n(C)c(=O)c3sc4c(c32)COC(C)(C)C4)c1 | -2 | 6 | 0.7 | 3 | -14 | 87 | -1 | -2 | 0.3
COc1ccc(CCNC(=O)c2cc3sccc3n2C)cc1OC | 9 | 1 | 0.2 | -5 | -35 | 94 | 4 | 6 | -0.1
COCCNC(=O)C1CCN(S(=O)(=O)c2c(C)noc2/C=C/c2cccs2)CC1 | 6 | 2 | 3.2 | -3 | -7 | 107 | -9 | -1 | -0.1
c1ccc(C2=Nc3cccnc3C(c3ccccc3)=NN2)cc1 | -9 | 0 | 0.9 | -8 | -1 | 101 | 0 | -1 | 0.0
O=C(Nc1ccccn1)C1CCN(C(=O)c2ccc(F)cc2)CC1 | -8 | 0 | -0.3 | -6 | -1 | 93 | 2 | 5 | 0.0
CCOC(=O)CSc1nc2c(sc(=S)n2Cc2ccco2)c(=O)n1-c1ccccc1 | 2 | -3 | -0.8 | 11 | 1 | 97 | -4 | -2 | 0.0
CCOC(=O)c1cccc(NC(=O)CCNS(=O)(=O)c2cc(Br)cnc2N)c1 | 4 | 7 | -1.3 | 6 | -11 | 77 | 5 | -7 | -0.3
COC(=O)c1ccccc1NC(=O)C1COc2ccccc2O1 (stereo not drawn) | 3 | 6 | 0.7 | 10 | 14 | 87 | 2 | 3 | -0.1
COc1ccc(S(=O)(=O)N(C)CC(=O)NCCN2CCOCC2)cc1 | -3 | 4 | -0.7 | 1 | -2 | 97 | 1 | 12 | 0.0

No enrichment for hits; about 2.3% have a hit in one of these screens.
